Source: PubChem BioAssay (several laboratories)
KCNK3 block = human KCNK3 channel inhibitors, primary screen, CHO cells, FluxOR thallium flux, B-score. AID 602410, 2012. B-score at 10 µM. 340,000 compounds, 0.84% hits. Potassium channel subfamily K member 3 (Homo sapiens), O14649. FluxOR fluorescence; hits give low values;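 active = B-score under library mean minus 4 SD, starting fluorescence ratio at most library mean plus 5 SD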;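 also: more negative B-score means stronger inhibition of thallium flux through KCNK3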
Target sequence (O14649 whole entry, looked up): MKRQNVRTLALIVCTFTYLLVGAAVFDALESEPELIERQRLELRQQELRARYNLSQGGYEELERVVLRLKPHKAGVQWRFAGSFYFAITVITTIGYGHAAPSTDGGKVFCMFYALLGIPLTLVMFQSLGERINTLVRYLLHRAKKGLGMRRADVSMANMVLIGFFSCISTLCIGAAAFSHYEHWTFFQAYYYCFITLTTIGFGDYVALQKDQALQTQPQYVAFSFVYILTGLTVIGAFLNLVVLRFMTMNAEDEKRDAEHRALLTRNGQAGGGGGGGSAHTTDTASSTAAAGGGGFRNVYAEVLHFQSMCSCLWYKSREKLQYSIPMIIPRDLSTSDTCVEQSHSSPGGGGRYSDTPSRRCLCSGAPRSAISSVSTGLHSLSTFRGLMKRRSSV
Dyrk1A ADPGlo = rat Dyrk1A kinase inhibitors, primary screen, biochemical, single point, plate reader; Dual specificity tyrosine-phosphorylation-regulated kinase 1A (Rattus norvegicus), Q63470; ADP-Glo luminescence, NFATc1 peptide; inhibition, % at 12.5 µM; 310,000 compounds, 0.43% hits; AID 504441, 2011; in the data active = inhibition above about 50%;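 also: plate controls were vehicle with enzyme for no effect and no enzyme for full effect; many of its hits are not listed in these tables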
Active calls of the source: *; i = inactive. The list is partial (hit frequency here may not be typical).

mol,KCNK3 block,Dyrk1A ADPGlo
CC1([N+](=O)[O-])COC(C=Cc2ccccc2)OC1 (configuration not stated),i,3
Cc1cccc(NC(=O)CN2CCN(CC(=O)NCC3(N4CCCCC4)CCCCC3)CC2)c1C,i,-1
Cc1c(/C(O)=C2/C(=O)C(=O)N(CCN3CCOCC3)C2c2ccco2)cnn1-c1ccccc1 (configuration not stated),i,-3
N=C1N(c2ccccc2)C(=S)C(=Nc2ccccc2)N1c1ccccc1,i,0
C=CC(=O)Nc1cccc(Oc2ccnc(Nc3ccc(N4CCN(C)CC4)cc3)n2)c1,i,4
O=C(CSc1ccccc1)NNC(=O)c1ccncc1,i,3
CCCN=C1N(CC)C[C@@H]2[C@@H]3C(=O)N(Cc4ccccc4)C(=O)[C@@H]3[C@](Cc3ccccc3)(C(=O)OC)N12,i,-4
COc1ccc(OCC(=O)N/N=C/c2cccn2-c2cccc(C(=O)O)c2)cc1,i,15
C(=NN=C(NN=Cc1cccs1)NN=Cc1cccs1)c1cccs1,-15*,0
CCCCn1cnc2c(c(CC#N)nn2-c2ccccc2)c1=N,i,-1
COc1ccc(NC(=O)CN(C)C(=O)CCNC(=O)Nc2ccccc2)cc1,i,10
O=C(c1cc2cc3ccc(Cl)cc3nc2o1)N1CCN(Cc2ccc3c(c2)OCO3)CC1,i,-6
COc1c(NC=O)c2c(c([N+](=O)[O-])c1OC)C(=O)OC2,i,4
Cc1ccc(S(=O)(=O)N2C[C@@H]3[C@H]4CC[C@H](C4)[C@@H]3[C@@H](C)[C@@H]2c2cn(Cc3ccccc3)c3ncccc23)cc1,i,2
Cc1cc(NC(=O)c2ccc(C(C)(C)C)cc2)no1,i,-7
Cc1cc([N+](=O)[O-])ccc1P(=O)(O)c1ccc([N+](=O)[O-])cc1C,i,0
Cc1ccc(-n2c(C)cc(C=C3C(=O)N(C)C(=O)N(C)C3=O)c2C)cc1,i,-4
O=C(Nc1cc(C(F)(F)F)ccc1Cl)C1CCN(c2nnc(-n3cccc3)s2)CC1,i,-22
O=S1(=O)c2c(F)cccc2OC(COc2ccccc2)CN1CCc1ccc(F)cc1 (configuration not stated),i,3
CCN(CC(=O)Nc1c(F)cccc1F)C(=O)C1COc2ccccc2O1 (configuration not stated),i,5
C=CCC1[C@H](C)[C@H]2[C@@H]3CC[C@@H](C3)[C@H]2CN1S(=O)(=O)c1ccc(C)cc1 (some centres not stated),i,-3
O=C(CN1CCCC1c1ccc2c(c1)OCCO2)NC(=O)Nc1ccccc1F (configuration not stated),i,0
O=C(c1ccc(S(=O)(=O)N2CCC(c3nc4ccccc4s3)CC2)cc1)N1CCCCC1,i,0
COc1ccc(-n2nc(C#N)c(Cl)cc2=O)cc1,i,-4
C#CCOCCOCCOCCNc1nc(N2CCN(C(=O)[C@H]([C@@H](C)CC)n3cc(CCCN=C(N)N)nn3)CC2)nc(N2CCN(C(=O)[C@H]([C@@H](C)CC)n3cc(CCC(=O)O)nn3)CC2)n1,i,-1
CN(c1ccccc1)S(=O)(=O)c1cc(C(=O)OCC(=O)c2c(N)n(C)c(=O)n(C)c2=O)ccc1Cl,i,3
CCOC(=O)C1=CN(Cc2cccc(F)c2)S(=O)(=O)NC1c1cccc(OC)c1 (configuration not stated),i,3
CN(C(=O)c1cccc(NC(=O)Cc2ccc(NC(=O)C3CCCN(C(=O)C4CC4)C3)cc2)c1)C1CCCC1 (configuration not stated),i,-1
c1ccc2ncccc2c1,i,4
CC(OC(=O)c1ccccc1C(=O)N(C)Cc1ccccc1)C(=O)NC1(C#N)CCCCC1 (configuration not stated),i,6
CN(C(=O)c1cccc(NC(=O)Cc2ccc(NC(=O)C3CCCN(C(=O)C4CCCC4)C3)cc2)c1)C1CCC1 (configuration not stated),i,3
c1ccc2nc(NN=C3CCCCC3)ccc2c1,i,16
Cc1ccc(S(=O)(=O)N2CCN(C(=O)c3cc4c(s3)CCC(C)C4)CC2)cc1 (configuration not stated),i,19
C[C@H]1CCC/C=C/[C@@H]2C[C@H](O)C[C@H]2[C@H](O)[C@H](S(=O)c2ccc(O)cc2)CC(=O)O1 (some centres not stated),i,-1
O=C(COc1cc(Cl)ccc1Cl)N1CCNC1=O,i,0
N#CCC(=O)Nc1ccc(C(=O)OCC(=O)NC2CCCCCC2)cc1,i,-7
Cc1ccc(S(=O)(=O)Nc2ccccc2N=Cc2ccc([N+](=O)[O-])cc2[N+](=O)[O-])cc1,i,4
Cc1ccc(COC(=O)CN2C(=O)NC3(CCCCC3C)C2=O)cc1 (configuration not stated),i,-20
COc1ccc(CN2CCN(C(=O)c3ccccc3C(=O)c3ccccc3)CC2)cc1OC,i,-6
N#Cc1ccccc1NC(=O)CN1C(=O)NC(Cc2c[nH]c3ccccc23)C1=O (configuration not stated),i,-2
O=C1CCC[C@@H]2C[C@@]3(C[C@@H]4CCN1[C@H]24)Nc1cc([N+](=O)[O-])ccc1NC3=NC1CCCCC1,i,-18
C[C@]12CC[C@H](O)CC1=CCC1C2CC[C@@]2(C)C1CC[C@@H]2NC(=O)[C@@H](N)Cc1cnc[nH]1 (some centres not stated),i,1
Cc1cccc(NC(=O)c2cccc(NC(=O)c3ccco3)c2)c1,i,3
CCOC(=O)C1=CN(Cc2cccc(F)c2)S(=O)(=O)N(CC)C1c1cccc(OC)c1 (configuration not stated),i,3
COc1ccc(C(=O)OCC(=O)N2CC(=O)Nc3ccccc32)cc1Br,i,0
Cc1cc(=O)oc2cc(O)cc(OCc3ccccc3)c12,i,4
COc1ccccc1/C=C/C(=O)OCC(=O)NC1CC1,i,3
CC[C@]12c3[nH]c4ccc(OC)cc4c3CCN1C(=O)C(CC(=O)NCCCn1ccnc1)C[C@@H]2C(=O)N1CCN(C(=O)C2CC2)CC1 (some centres not stated),i,-1
COc1cc2oc(=O)cc(-c3ccc(-c4ccc(CO)cc4)cc3)c2c(OC)c1OC,i,-2
Cc1ccc(C(=O)N2CCN(Cc3ccccc3)CC2)cc1S(=O)(=O)N1CCOCC1,i,-1

Next section:
mol,KCNK3 block,Dyrk1A ADPGlo
CCN1CCN(S(=O)(=O)c2ccc(Cl)c(C(=O)Oc3ccc(CC(=O)OC)cc3)c2)CC1,i,-1
CC(=O)c1cccc(NC(=O)CSc2ccc(-c3cccnc3)nn2)c1,i,-5
COc1cc2c(cc1CNC[C@H]1O[C@@H](n3cnc(C(N)=O)n3)[C@H](O)[C@@H]1O)OCO2,i,4
C=CC(=O)N1C/C(=C/c2ccccc2)C(=O)/C(=C\c2ccccc2)C1,i,1
O=C1OCCN1C(=O)[C@H]1[C@H](c2ccccc2)C(c2ccc(F)cc2)=NN1c1ccccc1,i,0
Nc1ccc2c(c1Br)Cc1ccccc1-2,i,0
O=C(CN1CCN(C(=O)c2ccccc2)CC1)Nc1cccc(S(=O)(=O)N2CCCC2)c1,i,2
COc1cc(C2C3=C(COC3=O)Oc3cc4c(cc32)OCO4)cc(OC)c1OC(C)=O (configuration not stated),i,-1
CCOc1ccc(S(=O)(=O)N2CCCCC2)cc1NC(=O)c1ccccc1,i,6
Oc1ccc(-c2nc(-c3ccc(F)cc3)c(-c3ccncc3)[nH]2)cc1,i,12
O=C(Nc1ccccc1)O[C@@H]1C[C@H]2CCCC(=O)N3CC[C@@H](C1)[C@@H]23,i,-3
Cc1cc(C)nc(SCc2nnc(SCC(=O)Nc3nccs3)n2C)n1,i,4
O=C(O)C1(Nc2ccc(Br)cc2)CCCC1,i,-1
CC(Sc1nnc(N)s1)C(=O)c1c(N)n(C)c(=O)n(C)c1=O (configuration not stated),i,11
O=C(NCc1ccccc1CN1CCCC1)c1ccc(Cl)c(S(=O)(=O)N2CCCC2)c1,i,4
N#CCCN(C(=S)NC(=O)c1cccs1)c1ccccc1F,i,-3
CC(=O)C1CCC2C3CC(O)C4=CC(=O)CCC4(C)C3C(=O)CC12C (configuration not stated),i,4
COc1cc(Cl)c(CNC[C@H]2O[C@@H](n3cnc(C(N)=O)n3)[C@H](O)[C@@H]2O)c(Cl)c1O,i,-9
Cc1csc(SCC(=O)Nc2ccc(C)c(F)c2)n1,i,0
COc1ccc(C(=O)OCC(=O)Nc2ccc(OC)c(S(=O)(=O)N3CCCCC3)c2)cc1[N+](=O)[O-],i,8
O=S(=O)(c1ccc(Br)cc1)c1nc(-c2ccco2)oc1NCCCn1ccnc1,i,2
COc1ccccc1CNC(=O)CCNC(=O)c1ccco1,i,2
CC(=O)N/C(=C\c1ccccc1)C(=O)NCC(=O)O,i,0
Nc1c(Br)cc2c(c1Br)C(O)c1ccccc1-2 (configuration not stated),i,-2
CN1N=C(C(=O)N=c2sc3ccccc3n2C)CCC1=O,i,7
O=C1NC(=S)NC1(c1ccccc1)c1ccccc1,i,-4
O=C1c2ccccc2-c2c1c1ccccc1c(=O)n2-c1ccccc1,i,1
Cc1cc(-c2nc3ncccc3o2)ccc1NC(=O)c1ccc([N+](=O)[O-])o1,i,9
COc1ccc(OC)c(C(=O)N(C[C@H]2CC[C@@H]([C@@H]3CC[C@H](CO)O3)O2)C(C(=O)NC(C)(C)C)c2ccc(-c3ccccc3)cc2)c1 (some centres not stated),i,1
COC(=O)C1CCc2c(ccc3c2CCCC3)C1=O (configuration not stated),i,-2
O=C(Cc1ccccn1)c1ccncc1,i,-4
O=C(NN=Cc1ccccc1C(=O)O)C(=O)NN=Cc1ccccc1C(=O)O,i,4
COc1cc(COc2ccc(S(=O)(=O)N3CCOCC3)cc2[N+](=O)[O-])ccc1OC(F)F,i,-6
Cc1nc2ccccc2nc1-c1ccc([N+](=O)[O-])cc1,i,6
Cn1c(N)c(C(=O)COC(=O)Cc2ccc(Cl)cc2Cl)c(=O)n(C)c1=O,i,-4
CC(=O)O/N=C1\C(=O)N(Cc2ccc(C)cc2)c2ccccc21,i,10
Cc1ccc(NC(=O)COC(=O)c2ccc(S(=O)(=O)N3CCCC3)cc2)cc1,i,-6
O=C(COc1ccccc1F)Nc1ccc(N2CCOCC2)cc1N1CCOCC1,i,8
Cc1[nH][nH]c(=O)c1C(c1c(C)[nH][nH]c1=O)c1cn(C)c2ccccc12,i,20
COc1cccc(COC(=O)C2CCN(S(=O)(=O)c3ccc(F)cc3)CC2)c1OC,i,0
C(=NN=C1c2ccccc2-c2ccccc21)c1ccc2c(c1)OCO2,i,-4
Cc1ccc2nc3[nH]c(=O)[nH]c(=O)c3c(N)c2c1,i,8
C=CCC[C@@H](Cc1ccc(F)cc1)C(=O)OC[C@H](Cc1c[nH]c2ccccc12)NC(=O)[C@H](CC=C)CC(=O)N(CCO)Cc1ccccc1,i,3
S=C(NN=Cc1ccccn1)N(Cc1ccccn1)Cc1ccccn1,i,-3
CC(NC1=CC(=O)c2cccnc2C1=O)C(O)c1ccccc1 (configuration not stated),i,20
O=C(Nc1ccc(C(=O)N2CCOCC2)cc1)C1CCCC1,i,-2
COc1cc(OC)c2ccc(=O)oc2c1,i,19
Cc1cc(C)n(-c2nc(SCCN3CCOCC3)c3c4c(sc3n2)CCCC4)n1,i,-1
COc1ccc(NC(=O)C2CC3C=CC2C3)c([N+](=O)[O-])c1 (configuration not stated),i,-2
CCN(CC)c1ccc(NC(=O)COC(=O)C2CCN(c3ccc(C(F)(F)F)cn3)CC2)cc1,i,-7

Further compounds follow:
mol,KCNK3 block,Dyrk1A ADPGlo
O=C(CN1C(=O)C2CC=CCC2C1=O)Nc1ccc(OC(F)(F)F)cc1 (configuration not stated),i,-4
C=CS(=O)(=O)N(Cc1ccccc1Br)[C@H](CO)CC(C)C,i,7
NC(=S)NN=C(c1ccc(F)cc1)C1CC1,i,2
CC(C)(C)S(=O)(=O)N1Cc2cc(=O)n(Cc3ccccc3)c(CCO)c2[C@@H]1CCO,i,-1
CC(=O)OCC(=O)C1(O)CCC2C3CCC4=CC(=O)C=CC4(C)C3C(=O)CC21C (configuration not stated),i,0
